HIV fusion peptide – inhibitors of HIV fusion peptide binding, primary screen, biochemical, uHTS, fluorescence dequenching (AID 1986); inhibition, % at 20 µM, or IC50 in µM where a hit was titrated; cell-free peptide binding, fluorescence dequenching, 30 min; higher % means a stronger effect; actives 0.3% (n = 290,000); in the data active = inhibition mostly above about 52%, no sharp cut-off; inactive = mostly below about 76%; note: some results filed as inactive read as strong as hits
GPR35 antagonists – GPR35 antagonists blocking zaprinast-driven arrestin recruitment, primary screen, imaging, U2OS, beta-arrestin-GFP, zaprinast agonist (AID 2058); U2OS GPR35 beta-arrestin-GFP translocation imaging, zaprinast antagonism; higher % means a stronger effect; inhibition, % at 10 µM; hits with a dose series show IC50 in µM; actives 0.052% (n = 290,000); G-protein coupled receptor 35 (Homo sapiens);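 active = inhibition of at least 50% with at least 30 cells and total cytoplasm GFP at most 10,000,000; inconclusive = under 30 cells or total GFP of 10,000,000 plus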
Dengue-2 NS5 capping – Dengue-2 NS5 methyltransferase inhibitors, primary screen, biochemical, confirmation dose response (AID 588689). Genome polyprotein (Dengue virus type 2 (strain 16681-PDK53)). Dengue-2 NS5 methyltransferase capping enzyme assay, biochemical; higher % means a stronger effect. one-dose inhibition, % at 25 µM; IC50 in µM for titrated hits. actives 0.3% (n = 340,000); in the data active = a potency from the dose series; inconclusive = inhibition above about 29% without an active follow-up result
K1F lysis inhibition – inhibition of K1F phage lysis, E. coli UTI89, bacterial capsule biogenesis inhibitors, alamar blue (AID 488966); E. coli UTI89 K1F phage lysis, alamar blue, 2 h; higher % means a stronger effect; one-dose inhibition, % at 100 µM; IC50 in µM for titrated hits; actives 0.02% (n = 340,000);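 active = phage lysis inhibition, versus mean bacterial control, above a set limit; inconclusive = no clear call, values can overlap the other calls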;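 note: capsule biogenesis inhibitors block K1F phage lysis so surviving cells raise fluorescence; higher fluorescence means more inhibition of phage lysis; actives were called in the ten point dose series up to 300 µM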
Salmonella PhoP GFP – inhibitors of PhoP regulon expression, primary screen, Salmonella Typhimurium, GFP reporter (AID 1863); actives 0.16% (n = 300,000); S. Typhimurium PhoP-regulated promoter GFP reporter, 4 h; higher % means a stronger effect; one-dose inhibition, % at 50 µM; IC50 in µM for titrated hits;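 active = inhibition over 29.93%, a cutoff 3 SD above the screen mean, later confirmed by dose response; inconclusive = inhibition over 29.93% but no dose response follow-up; inactive = inhibition at most 29.93% or unconfirmed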;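 note: 0% = low Mg2+ inducing control and 100% = high Mg2+ repressing control; strong numbers were not always called active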
GPR55 antagonists – GPR55 antagonists blocking LPI-driven arrestin recruitment, primary screen, imaging, U2OS, beta-arrestin-GFP, LPI agonist (AID 2013); U2OS GPR55 beta-arrestin-GFP translocation imaging, LPI antagonism; higher % means a stronger effect; G-protein coupled receptor 55 (Homo sapiens); one-dose inhibition, % at 10 µM; IC50 in µM for titrated hits; actives 0.13% (n = 290,000);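 active = spots per cell inhibited over 60%, with over 100 cells counted and total cytoplasm intensity under 500,000; inconclusive = wells with under 100 cells, flagged as likely toxic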;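 note: U2OS cells stably carrying GPR55 and arrestin-GFP stimulated by 5 µM LPI near EC80; imaged beta-arrestin-GFP aggregate spots per cell after agonist stimulation; plate controls were LPI-stimulated DMSO wells for no effect and DMSO wells without LPI for full effect; some results filed as inactive read as strong as hits; confirmed hits need IC50 under 10 µM and bright autofluorescent wells are also inconclusive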
MgcRacGAP inhibition – MgcRacGAP GTPase-activating activity inhibitors, confirmation, biochemical, ADP Hunter fluorescence. MgcRacGAP-stimulated Rac1 GTP hydrolysis, ADP Hunter fluorescence; higher % means a stronger effect; GST-tagged Rac1 F28L mutant substrate. inhibition, % at 30 µM, or IC50 in µM where a hit was titrated. Rac GTPase-activating protein 1 (Homo sapiens). actives 0.6% (n = 340,000);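 active = first-screen hits whose inhibition reached a set limit at any dose in the follow-up dose series; inconclusive = inhibition above the set first-screen limit but never retested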;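 note: fluorescence reports GDP produced by GAP-driven GTP hydrolysis; strong numbers were not always called active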
SV40 large T antigen – SV40 large T antigen inhibitors, biochemical (AID 1903); one-dose inhibition, % at 20 µM; IC50 in µM for titrated hits; SV40 large T antigen ATPase/helicase inhibition assay; higher % means a stronger effect; actives 0.39% (n = 310,000); in the data active = a potency from the dose series; inconclusive = inhibition mostly from about 32% at the one dose, without a potency; inactive = the rest, 99 in 100 with inhibition below about 32%; note: strong numbers were not always called active
RSV CPE inhibition – RSV antiviral activity via CPE protection, HEp-2 cells, primary 10 µM value included (AID 2391) | HEp-2 cells, RSV-induced CPE inhibition; higher % means a stronger effect | CPE inhibition, % at 10 µM, or IC50 in µM where a hit was titrated | actives 0.13% (n = 310,000); in the data active = a potency from the dose series; inconclusive = CPE inhibition mostly from about 23% at the one dose, without a potency; inactive = the rest, 99 in 100 with CPE inhibition below about 21%; note: strong numbers were not always called active
Starred values were filed as active, the others as inactive; ? = inconclusive; . = not tested or not shown; [ ] = remark or other dose.

SMILES | HIV fusion peptide | GPR35 antagonists | Dengue-2 NS5 capping | K1F lysis inhibition | Salmonella PhoP GFP | GPR55 antagonists | MgcRacGAP inhibition | SV40 large T antigen | RSV CPE inhibition
COc1ccc(C(c2sc3nc(C)nn3c2O)N2CCC(C(N)=O)CC2)cc1OC (centres undefined) | -2.3% | -12% | -5% | 6.4% | 6% | 15% | 0% | 6% | -0.4%
CCN(C(=O)Cc1ccccc1OC)c1nnc(-c2ccncc2)s1 | -0.2% | -4% | 1% | 0.2%[50 µM] | 3% | . | 5% | 2% | 5.1%
CCC1CCC(C(=O)NC(CCSC)C(=O)NCCc2ccc(S(N)(=O)=O)cc2)CC1 (centres undefined) | 0.6% | -7% | -5% | 0.0% | 5% | -6% | 4% | 1% | -0.6%
NC(=O)COC(=O)C1CSC2(c3ccc(F)cc3)CCC(=O)N12 (centres undefined) | 1.3% | -5% | -4% | 0.2% | -1% | 11% | 6% | 6% | 0.6%
CSc1ccccc1NC(=S)N/N=C/c1cccn1Cc1cccc(C)c1 | -2.3% | -9% | -5% | 6.9% | -6% | 15% | 2% | 15% | 1.9%
COc1ccc(/C=C\C(=O)Oc2cccc(/C=N/NC(=O)Cc3ccc(OC)c(OC)c3)c2)cc1 | 0.3% | -8% | -8% | 1.2%[50 µM] | -13% | -9% | 12% | -1% | 1.9%
COc1cccc(NC(=O)CCN2CCC(C(N)=O)CC2)c1 | -3.0% | 3% | 0% | 0.2% | 18% | -12% | 4% | -2% | 1.2%
CC(C)(C)c1ccc(-c2nc(N)nc(N)n2)cc1 | -1.6% | 4% | . | . | -11% | -2% | . | 7% | 0.6%
O=C(NNC(=S)Nc1ccccc1Cl)c1ccccc1Br | -2.9% | -9% | 3% | -0.3% | 4% | 0% | 2% | 13% | 2.0%
C=CCN1C(=O)C2C(C(=O)NC)C3C=CC2(O3)C1C(=O)NCc1ccc(OC)cc1 (centres undefined) | 0.3% | 11% | -2% | 3.3% | 10% | 21% | 9% | 27% | 0.9%
Cc1ccc(N2CC(C(=O)OCC(=O)Nc3ccc(F)cc3F)CC2=O)cc1 (centres undefined) | . | . | -1% | 0.7%[50 µM] | . | . | 0% | . | 1.0%
COc1ccccc1CNC(=O)CN(C)Cc1ccc(SC)cc1 | 0.8% | -14% | -2% | 0.5% | -9% | 2% | 8% | 3% | 11%
CCOC(=O)C1CCN(CC(=O)Nc2cc(S(=O)(=O)N3CCOCC3)ccc2C)CC1 | 1.4% | 0% | 7% | 0.2% | 3% | 3% | 20% | 19% | -1.0%
O=c1cc(-c2ccccc2)n(S(=O)(=O)c2ccccc2)o1 | 2.3% | 7% | -1% | -0.1% | -5% | 0% | 7% | 6% | 1.9%
Brc1cccc(CN2CCCCCCC2)c1 | -2.3% | -4% | 1% | -0.2% | 1% | 9% | 14% | 13% | -0.1%
Nc1nnnn1/N=C/c1ccc(Br)cc1 | 1.2% | 6% | -3% | 0.7% | -4% | 1% | 3% | 10% | 7.9%
CCCC(=O)N1CCN(c2ccc(NC(=O)C(C)(C)C)cc2Cl)CC1 | 2.0% | -16% | -7% | 0.1% | -10% | -15% | 3% | 5% | -2.3%
O=C(Nc1cn(-c2ccccc2)nc1-c1ccccc1)c1ccccc1 | 6.5% | -4% | 2% | 1.1%[50 µM] | 11% | 14% | 9% | 3% | 8.3%
Cc1cc(C(=O)OCC(=O)N(CC(C)C)c2c(N)n(Cc3ccccc3)c(=O)[nH]c2=O)c(C)o1 | . | . | -6% | 0.1%[50 µM] | 6% | . | 1% | 11% | -1.9%
O=C(O)c1ccc(-c2ccc(O)c(F)c2)cc1 | 1.6% | 9% | -3% | -1.8% | -21% | 0% | ? | 6.8µM* | -0.8%
COc1ccc(OC)c(/C(O)=C/C(=O)C(=O)Nc2ccccc2OC)c1 | -1.7% | 8% | 2% | 0.1% | 6% | 6% | 8% | 12% | 4.7%
CSc1cnc2c(N)nc(N(C)C)nc2n1 | 2.9% | -2% | -6% | 1.9%[50 µM] | 18% | -8% | 8% | 20% | 2.4%
CCCCCCn1c(CN2CCN(C(=O)c3ccco3)CC2)nc2c1c(=O)n(C)c(=O)n2C | 0.9% | -4% | -3% | 2.2% | 2% | -1% | 12% | 6% | 1.3%
COc1cc(O)oc1C=Nc1ccc(Cl)cc1Cl | -0.9% | 1% | -7% | 0.3% | -7% | 20% | 10% | 8% | 4.7%
Cc1cc(C)cc(OCC(=O)Nc2cccc(S(=O)(=O)NC3=NCCC3)c2)c1 | . | . | 3% | 0.5%[50 µM] | . | . | 1% | . | 3.0%
Cc1c[nH]c2ccccc12 | . | . | 2% | 2.7% | 3% | . | 0% | 13% | 1.1%
COc1ccc(NC(=O)CN(C)Cc2c(F)cccc2Cl)cc1S(=O)(=O)N1CCCCC1 | 0.1% | -5% | 0% | 1.1% | -4% | -17% | -5% | 4% | ?
N#Cc1c(-c2ccncc2)cc(-c2ccc(F)cc2)nc1N | 0.7% | -8% | -4% | 0.2%[50 µM] | -2% | -4% | . | 4% | 2.6%
Cc1ccc(-n2cc(CN3CCC(CO)(Cc4ccccc4)CC3)cn2)cc1 | -0.3% | -5% | . | . | -3% | 2% | . | 9% | -1.6%
CCCCCCCCC(NC(=O)c1ccc(C#N)cc1)C(=O)NCCC (centres undefined) | . | . | -5% | -0.5% | . | . | 5% | . | 2.9%
C/C(=N\OC(=O)c1ccc(C)cc1)c1c(C)nc2cc(C)ccn12 | -0.4% | 29% | -4% | 0.6% | -1% | 8% | 2% | 14% | 3.3%
Cc1oc2cc3oc(=O)c(CCC(=O)N4C[C@H]5C[C@@H](C4)c4cccc(=O)n4C5)c(C)c3cc2c1C | -1.2% | -6% | -2% | -0.3% | 14% | 5% | 11% | 8% | .
CCc1ccc(CN(C)C(=O)c2ccc3c(c2)OCCO3)cc1 | -0.1% | -5% | 2% | -0.3% | 3% | -4% | 3% | 3% | 2.9%
Cc1ccc(CSCCNC(=O)c2ccccc2)cc1 | 1.6% | 9% | 1% | 9.1% | 4% | -6% | 5% | 4% | 5.1%
O=C(NCC1COc2ccccc2O1)C1CCCN(S(=O)(=O)c2cccc3cccnc23)C1 (centres undefined) | -1.2% | 6% | -1% | -0.9% | 4% | -6% | 0% | 8% | 2.8%
CCN(CC)CCn1c(=S)[nH]c2cc(Cl)ccc2c1=O | -2.5% | 17% | -6% | 3.1% | 16% | -21% | 8% | 4% | -1.3%
Cc1ccc(C(=O)NNC2=NCCC2)cc1 | -1.1% | 13% | 4% | -0.2% | -10% | 0% | 16% | 8% | 1.1%
CCOC(=O)c1c(-c2ccc(C)cc2)csc1NC(=O)c1cc2ccccc2oc1=O | . | . | -9% | 0.4%[50 µM] | . | . | 8% | 8% | -0.1%
Cc1ccc(NC(=O)c2sc3nc(N)c(C#N)cc3c2N)cc1 | 3.2% | -7% | -23% | 0.0% | -4% | -7% | 11% | 8% | 0.3%
CC(=O)Nc1sc2c(c1CN1CCN(c3ccc(F)cc3)CC1)CCCC2 | 1.8% | 17% | -1% | 3.2% | 0% | 3% | 4% | 5% | 3.5%
Cc1cc(C(=O)CSc2ncccn2)c(C)n1-c1cccc(F)c1 | 8.5% | 6% | 1% | 0.3%[50 µM] | -1% | 16% | 7% | 19% | 7.1%
Cc1nn(C)cc1CN(C)Cc1ccc(OCC(O)CN2CCCCC2)cc1 (centres undefined) | 0.3% | -11% | -12% | -0.2% | -4% | 15% | 2% | 13% | -1.9%
COCCN1CC(CNC(=O)c2cc(COc3ccccc3SC)on2)CC1=O (centres undefined) | -1.2% | -1% | -4% | 0.9%[50 µM] | 4% | 2% | -4% | 4% | 0.9%
O=C(Nc1ccc(Br)cc1F)c1ccc2c(c1)N(Cc1ccccc1)C(=O)CS2=O (centres undefined) | 4.2% | -8% | 2% | 10% | -5% | 8% | 5% | 1% | 2.5%
O=C(Nc1cccn(Cc2c(Cl)cccc2Cl)c1=O)c1c(Cl)cccc1Cl | -0.1% | 3% | -1% | 0.7% | 7% | 2% | 7% | 1% | 21%
CCOC(=O)N1CCN(C(=O)CCCCCn2c(=S)[nH]c3cc4c(cc3c2=O)OCO4)CC1 | 2.1% | -7% | 1% | 0.1% | 0% | 12% | 5% | 4% | -0.8%

An excerpt from above in order of formula weight, largest number first:
SMILES | HIV fusion peptide | GPR35 antagonists | Dengue-2 NS5 capping | K1F lysis inhibition | Salmonella PhoP GFP | GPR55 antagonists | MgcRacGAP inhibition | SV40 large T antigen | RSV CPE inhibition
O=C(Nc1cccn(Cc2c(Cl)cccc2Cl)c1=O)c1c(Cl)cccc1Cl | -0.1% | 3% | -1% | 0.7% | 7% | 2% | 7% | 1% | 21%
COCCN1CC(CNC(=O)c2cc(COc3ccccc3SC)on2)CC1=O (centres undefined) | -1.2% | -1% | -4% | 0.9%[50 µM] | 4% | 2% | -4% | 4% | 0.9%
Cc1ccc(N2CC(C(=O)OCC(=O)Nc3ccc(F)cc3F)CC2=O)cc1 (centres undefined) | . | . | -1% | 0.7%[50 µM] | . | . | 0% | . | 1.0%
Cc1ccc(-n2cc(CN3CCC(CO)(Cc4ccccc4)CC3)cn2)cc1 | -0.3% | -5% | . | . | -3% | 2% | . | 9% | -1.6%
Cc1ccc(NC(=O)c2sc3nc(N)c(C#N)cc3c2N)cc1 | 3.2% | -7% | -23% | 0.0% | -4% | -7% | 11% | 8% | 0.3%
N#Cc1c(-c2ccncc2)cc(-c2ccc(F)cc2)nc1N | 0.7% | -8% | -4% | 0.2%[50 µM] | -2% | -4% | . | 4% | 2.6%
Cc1ccc(CSCCNC(=O)c2ccccc2)cc1 | 1.6% | 9% | 1% | 9.1% | 4% | -6% | 5% | 4% | 5.1%
Brc1cccc(CN2CCCCCCC2)c1 | -2.3% | -4% | 1% | -0.2% | 1% | 9% | 14% | 13% | -0.1%

Rows were taken by chance; any-hit rate near 1.5%.
